HP1b chromo inh: HP1-beta chromodomain-methylated histone interaction inhibition; P83916; AlphaScreen HP1-beta / biotin-H3K9me3 peptide binding; Potency, µM (top dose mostly 114 µM), without a hit: top-dose activity change, negative = inhibition, hits mostly inhibitors; 390,000 compounds, 0.56% hits; AID 540317; note: potency is the fitted concentration of half-maximal effect; nearly all actives have a fitted effect of over 70% in size; inactives centre near 23
Target sequence (P83916 whole entry, looked up): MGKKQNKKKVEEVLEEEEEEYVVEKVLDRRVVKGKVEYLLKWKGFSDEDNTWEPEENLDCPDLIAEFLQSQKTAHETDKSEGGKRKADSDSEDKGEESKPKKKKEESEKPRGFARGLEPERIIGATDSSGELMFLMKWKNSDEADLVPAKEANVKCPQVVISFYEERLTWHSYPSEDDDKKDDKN
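HP1-beta protein (50 nM final) preincubated 30 min at room temperature with biotinylated H3(1-18)K9me3 peptide (50 nM) in PBS pH 7.4, 0.01% Tween-20, then compound added for 30 min. AlphaScreen streptavidin donor/nickel chelate acceptor beads (10 ug/mL final), 30 min dark, luminescence read.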
RGS4 inhibitor: inhibitors of human regulator of G protein signaling 4; Transcreener GDP fluorescence polarization, RGS4-accelerated GTP hydrolysis; Potency, µM (series often up to 114 µM), without a hit: at the highest dose activity change, negative = inhibition, most hits filed as inhibitors; 390,000 compounds, 0.039% hits; AID 504845; note: potency is the fitted concentration of half-maximal effect; % is set by controls: 0 for no effect and ±100 for the full control effect; nearly all actives have a fitted effect of over 75% in size; some results filed as inactive show a strong effect at the top dose
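MLSMR compounds (23 nl, pin-transferred) preincubated 10 min at room temperature with a 500nM (2x) first reagent, then RGS4 at 900nM (2x) plus Transcreener GDP mix added; fluorescence polarization (620/688 nm) read before and after 90 min at 30 °C.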
G9a inh: blocks human histone lysine methyltransferase G9a; Q96KQ7; G9a H3K9 monomethylation, AlphaScreen, 2 h; Potency, µM (highest dose often 102 µM), for the others: at the top dose activity, negative = inhibition, hits mostly inhibitors; 350,000 compounds, 8.8% hits; note: potency is the fitted concentration of half-maximal effect; % is set by controls: 0 for no effect and ±100 for the full control effect; nearly all actives have a fitted effect of over 75% in size
Target sequence (Q96KQ7 913-1193 limits assumed): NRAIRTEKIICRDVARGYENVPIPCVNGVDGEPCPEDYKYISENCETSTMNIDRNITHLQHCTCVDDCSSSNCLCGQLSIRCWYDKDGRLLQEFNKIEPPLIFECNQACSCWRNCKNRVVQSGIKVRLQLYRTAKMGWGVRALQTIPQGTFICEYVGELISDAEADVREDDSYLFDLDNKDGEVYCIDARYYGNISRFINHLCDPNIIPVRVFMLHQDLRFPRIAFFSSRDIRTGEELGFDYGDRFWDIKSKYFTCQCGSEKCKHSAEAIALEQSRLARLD
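Compounds were preincubated with 20 nM G9a for 15 min, after which biotinylated H3K9 peptide (500 nM) and SAM (20 uM) started a 2 h room-temperature reaction. Monomethylated product was quantified by antibody-based AlphaScreen chemiluminescence.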
BAZ2B inh: inhibitors of human BAZ2B bromodomain; Q9UIF8; 360,000 compounds, 4.4% hits; Potency, µM (series often up to 114 µM), for the others: top-dose activity change, negative = inhibition, usual class: inhibitors; AlphaScreen BAZ2B-H3K14Ac peptide displacement; note: potency is the fitted concentration of half-maximal effect; % is set by controls: 0 for no effect and ±100 for the full control effect; nearly all actives have a fitted effect of over 60% in size
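AlphaScreen luminescence quantifies BAZ2B engagement of H3K14Ac peptide; the protein and biotinylated peptide are both at 50 nM final, buffer PBS pH 7.4 with 0.01% Tween-20, all steps at room temperature.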
GLS inhibitor: blocks human kidney-isoform glutaminase activity | GLS enzymatic activity, qHTS titration | O94925 | 410,000 compounds, 0.21% hits | Potency, µM (titrated, usually from 45.5 µM), for inactives: at the highest dose activity change, negative = inhibition, most hits filed as inhibitors | AID 624170; note: potency is the fitted concentration of half-maximal effect; % is set by controls: 0 for no effect and ±100 for the full control effect
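Coupled fluorescence readout: glutamate oxidase/HRP/Amplex Red detect glutamate formed by hKGA from L-glutamine (1 mM solution added). Buffer 45 mM KH2PO4 pH 8.2, 0.02% Tween-20; reads at t0 and 30 min RT.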
JMJD2A Tudor: blocks the human JMJD2A Tudor domain. O75164. AlphaScreen JMJD2A-Tudor / H3K4me3 peptide binding. Potency, µM (top dose mostly 114 µM), inactives show at the highest dose activity change, negative = inhibition, most hits filed as inhibitors. 390,000 compounds, 4.4% hits. AID 504339; note: potency is the fitted concentration of half-maximal effect; % is set by controls: 0 for no effect and ±100 for the full control effect; nearly all actives have a fitted effect of over 50% in size
ERG Ets-DNA blk: inhibitors of human ERG Ets domain-DNA interaction; fluorescence polarization, His-ERG Ets domain / labelled DNA; Potency, µM (top dose mostly 76.9 µM), inactives show top-dose FP activity, negative = inhibition, usual class: inhibitors; 370,000 compounds, 0.028% hits; AID 624246; active = well fitted inhibition curve with a large enough effect in the polarisation, with a control signal flat; inconclusive = small, poorly fitted or top-dose-only effect, or effect the other way, or a change in a side signal; inactive = no such curve, though single readings can be large or run the other way; the % refers to the polarisation;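 note: polarization taken with two DNA probes labelled with fluorescein and Texas red; potency is the fitted concentration of half-maximal effect; % of control where 0% means no effect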
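His-tagged ERG Ets domain (1 uM in the protein solution; 300mM KCl, 50mM Tris-HCl, 1mM EDTA, 1mM DTT, pH 7.5) received compound, then a probe mix of 5 nM fluorescein-DNA and 100nM Texas-615-DNA. Fluorescence polarization was read for both dyes.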
ALOX12 inh: ALOX12 (human) lipoxygenase inhibition; P18054; purified 12hLO, xylenol orange hydroperoxide absorbance; Potency, µM (titrated, usually from 108 µM), without a hit: at the top dose activity change, negative = inhibition, hits mostly inhibitors; 580,000 compounds, 1.1% hits; AID 1671190; note: potency is the fitted concentration of half-maximal effect; % is set by controls: 0 for no effect and ±100 for the full control effect
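Hydroperoxide product was detected by ferrous iron/xylenol orange as the 573 to 405 nm absorbance ratio. Arachidonic acid at 40 uM (final) was turned over for 30 min at room temperature by 150 nM human 12hLO, pH 7.0 Hepes buffer, after 15 min compound preincubation.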
PI4K2A block: PI4K2A (human) kinase inhibition. purified PI4K2A, ADP-Glo luminescence, 1 h; hits give low values. activity change, negative = inhibition, % at 76.9 µM. 420,000 compounds, 0.13% hits. AID 1346378; in the data active = activity change below about -50%; inconclusive = mostly about -30% to -49%;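 note: -100% = wells without enzyme as full effect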
Target sequence (Q9BTU6 whole entry, looked up): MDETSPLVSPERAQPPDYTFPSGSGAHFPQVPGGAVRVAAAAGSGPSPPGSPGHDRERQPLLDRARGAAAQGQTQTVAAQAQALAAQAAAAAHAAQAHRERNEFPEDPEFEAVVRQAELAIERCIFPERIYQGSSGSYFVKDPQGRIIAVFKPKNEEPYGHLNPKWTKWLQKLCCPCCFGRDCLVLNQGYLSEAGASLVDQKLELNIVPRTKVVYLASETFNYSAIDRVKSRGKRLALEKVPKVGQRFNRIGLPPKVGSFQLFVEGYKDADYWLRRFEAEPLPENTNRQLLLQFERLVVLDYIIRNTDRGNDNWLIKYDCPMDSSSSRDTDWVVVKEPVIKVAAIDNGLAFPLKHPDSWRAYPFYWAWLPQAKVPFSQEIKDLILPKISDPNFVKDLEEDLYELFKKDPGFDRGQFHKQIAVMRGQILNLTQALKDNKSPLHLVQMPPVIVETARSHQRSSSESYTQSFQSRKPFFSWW
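In this quantitative HTS, ADP production by PI4K2A was quantified luminescently after 1 h at ambient temperature; 100 microM adenosine served as plate-quality control.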
* hit, by the source's call; ? = inconclusive; . = no result given; & = joins results of further samples; [ ] = remark or other dose. Unless noted, calls come from the whole dose curve; as a rule, active = well fitted curve in the direction sought with a large enough effect; inconclusive = small, poorly fitted or top-dose-only effect, or another doubt; inactive = no such curve, though single readings can be large; an effect the other way counts as inactive or inconclusive.

SMILES	HP1b chromo inh	RGS4 inhibitor	G9a inh	BAZ2B inh	GLS inhibitor	JMJD2A Tudor	ERG Ets-DNA blk	ALOX12 inh	PI4K2A block
CC(=O)Nc1ccc(NC(=O)C(C)Oc2ccc(C)nc2[N+](=O)[O-])cc1 (configuration not stated)	16%	11%	32%[12.7 µM]	5%	3%	-13%	0%	24%	-1
CC(=O)N1C[C@H]2CON(C)[C@H]2C[C@H]1c1cccc(-c2ccccc2)c1	27%	11%	.	.	2%	-20%	12%	-2%	-1
Cc1ccc(NC(=O)C(=O)NCc2ccc(/C=C(/C#N)C(=O)NCc3cccnc3)o2)cc1C	24%	-4%	6%	-26%	-9%	-9%	1%	23%	3
CN1CCN(c2nc3c(c(=O)[nH]c(=O)n3C)n2CCCSc2ncccn2)CC1	10%	3%	-12%	7%	12%	-5%	2%	0%	0
CN(C)/C=C(\C=O)c1ccc(Cl)cc1Cl	36%	1%	-3%[59 µM]	-4%	-26%	2%	3%	-5%	4
Cc1occc1C(=O)NNC(=O)C1CCCCC1	28%	-2%	4%[59 µM]	4%	-7%	-4%	6%	-2%	4
Cc1cccc(C(=O)NCC(=O)N2CCCCCCC2)c1	29%	16%	-1%[12.7 µM]	-5%	-2%	-10%	-1%	16%	-8
CN(C)CCCN(C(=O)c1cccs1)c1nc2cc3c(cc2s1)OCO3	30%	-21%	?	-38%	0%	-19%	2%	0%	-1
O=C1CCCN1CCC1CCN(C(=S)Nc2ccc(F)cc2)CC1	19%	10%	-1%	8%	21%	-7%[57.1 µM]	-3%	?	-6
Cc1ccc(C2OCC3(CO)COC(c4ccc(C)cc4)N23)cc1 (configuration not stated)	25%	-4%	-4%[12.7 µM]	-16%	6%	-19%	.	-24%	0
CN(CC(=O)Nc1ccc(N2CCOCC2)cc1)C(=O)c1cc(F)c(F)cc1Cl	-17%	7%	8%[0.501 µM]	-2%	23%	-19%	2%	-19%	2
CCc1ccc(-n2nc(C)c3c(C(=O)Nc4cc(C)c(Cl)cc4OC)cc(C)nc32)cc1	42%[activator]	-10%	-2%[59 µM]	12%[57.1 µM]	0%	27%	2%	-15%	1
Cc1ccc(N(Cc2cc3ccc(C)cc3[nH]c2=O)C(=O)c2ccco2)c(C)c1	24%	?	?	-10%	13%	-6%	1%	?	2
CC(C)S(=O)(=O)CC(=O)c1ccc(Cl)cc1	28%	3%	13%	1%	1%	-8%	14%	-4%	3
CCn1c(C)c(C)c2cc(C(=O)NCCCN3CCCCC3C)ccc21 (configuration not stated)	3%&-19%	-31%[56.9 µM]	-14%[59 µM]	?	2%&2%	?	7%&-3%	-13%&-21%	-4&3
Nc1ccc(C(=O)Nc2cccc3ncccc23)cc1	39%	20%	5%	?	-3%	-12%	-4%	23%	5
Cc1ccc(-c2noc(C3CCCN(S(=O)(=O)c4ccc5ccccc5c4)C3)n2)o1 (configuration not stated)	-1%	-16%	35µM*	-10%	-1%	-28%	.	?	-1
CCNC(=O)CN1C(=O)NC2(CCCc3cc(OC)ccc32)C1=O (configuration not stated)	16%	-46%	-29%[59 µM]	11%	-2%	-13%	0%	-27%	4
CC(C)[C@H](NS(=O)(=O)c1ccccc1F)C(=O)OCC(=O)Nc1cccc(S(N)(=O)=O)c1	2%	9%	.	.	-17%	-14%	4%	-24%	5
NC(=NC1CCCCC1)c1ccc(Cl)cc1	44%[activator]	-14%	6%[59 µM]	-6%	-19%	-7%	-17%	-3%	-1
O=C(COC(=O)c1ccccc1-n1cnnn1)c1ccc(F)cc1	3%	-6%	9%[0.501 µM]	-2%	-1%	-8%	4%	-5%	0
Cc1ccc(N(C)C(=O)N2CCN(S(=O)(=O)c3c(C)cc(C)cc3C)CC2)cc1	11%	24%	-6%[59 µM]	5%	.	7%	1%	?	-2
O=C(O)C1CCCCC1C(=O)NCc1ccccc1 (configuration not stated)	81%	0%	12%	-3%	0%	17%	7%	-19%	-8
CN1C(=O)/C(=C/c2cc(C(C)(C)C)c(O)c(C(C)(C)C)c2)NC1=S	42%[activator]	-30%	13µM*	0%	0%	0%	-1%	-14%	5
COc1ccccc1/C=N/NC(=O)c1cccc(NC(=O)c2ccccc2C)c1	-20%	2%	-8%	0%	-3%	-20%	3%	10%	-1
COc1ccc(CCN2C(=O)C(Oc3ccccc3)C2c2ccc3c(c2)OCO3)cc1 (configuration not stated)	12%	12%	3%	4%	3%	-10%	-3%	-11%	-5
Cc1cccc2sc(N(CCN(C)C)C(=O)c3ccc4ccccc4c3)nc12	-10%[57 µM]	-1%	40µM*	?	10%	?	5%	0%	-2
Cc1cc(C(=O)Cn2nc(C(=O)O)c3ccccc3c2=O)c(C)n1-c1cccc(C(F)(F)F)c1	15%	-1%	7%	-28%	19%	-11%	-10%	3%	0
Cc1cc(C)c(C(=O)CSc2nnc(C)s2)c(C)c1	42%[activator]	9%	40%	16%	15%	7%	13%	5%	-2
Cc1sc2ncn(CC(=O)N(C)c3ccc(Br)cc3)c(=O)c2c1S(=O)(=O)N1CCC(C)CC1	9%	21%	-35%[59 µM]	-5%	3%	-20%	-6%	0%	-1

With a hit mark in G9a inh, of those listed so far:
SMILES	HP1b chromo inh	RGS4 inhibitor	G9a inh	BAZ2B inh	GLS inhibitor	JMJD2A Tudor	ERG Ets-DNA blk	ALOX12 inh	PI4K2A block
Cc1ccc(-c2noc(C3CCCN(S(=O)(=O)c4ccc5ccccc5c4)C3)n2)o1 (configuration not stated)	-1%	-16%	35µM*	-10%	-1%	-28%	.	?	-1
CN1C(=O)/C(=C/c2cc(C(C)(C)C)c(O)c(C(C)(C)C)c2)NC1=S	42%[activator]	-30%	13µM*	0%	0%	0%	-1%	-14%	5
Cc1cccc2sc(N(CCN(C)C)C(=O)c3ccc4ccccc4c3)nc12	-10%[57 µM]	-1%	40µM*	?	10%	?	5%	0%	-2

Seven entries from above, ordered by the number in JMJD2A Tudor, falling.
SMILES	HP1b chromo inh	RGS4 inhibitor	G9a inh	BAZ2B inh	GLS inhibitor	JMJD2A Tudor	ERG Ets-DNA blk	ALOX12 inh	PI4K2A block
Cc1cc(C)c(C(=O)CSc2nnc(C)s2)c(C)c1	42%[activator]	9%	40%	16%	15%	7%	13%	5%	-2
NC(=NC1CCCCC1)c1ccc(Cl)cc1	44%[activator]	-14%	6%[59 µM]	-6%	-19%	-7%	-17%	-3%	-1
COc1ccc(CCN2C(=O)C(Oc3ccccc3)C2c2ccc3c(c2)OCO3)cc1 (configuration not stated)	12%	12%	3%	4%	3%	-10%	-3%	-11%	-5
Cc1cc(C(=O)Cn2nc(C(=O)O)c3ccccc3c2=O)c(C)n1-c1cccc(C(F)(F)F)c1	15%	-1%	7%	-28%	19%	-11%	-10%	3%	0
Nc1ccc(C(=O)Nc2cccc3ncccc23)cc1	39%	20%	5%	?	-3%	-12%	-4%	23%	5
Cc1sc2ncn(CC(=O)N(C)c3ccc(Br)cc3)c(=O)c2c1S(=O)(=O)N1CCC(C)CC1	9%	21%	-35%[59 µM]	-5%	3%	-20%	-6%	0%	-1
Cc1ccc(-c2noc(C3CCCN(S(=O)(=O)c4ccc5ccccc5c4)C3)n2)o1 (configuration not stated)	-1%	-16%	35µM*	-10%	-1%	-28%	.	?	-1

Further records.
SMILES	HP1b chromo inh	RGS4 inhibitor	G9a inh	BAZ2B inh	GLS inhibitor	JMJD2A Tudor	ERG Ets-DNA blk	ALOX12 inh	PI4K2A block
Cc1nc(NC(N)=S)sc1C(=O)Nc1ccccc1	11%	-43%	?	-24%	18%	-35%	0%	?	5
O=C(O)CCC(=O)Nc1cc(C(F)(F)F)cc(C(F)(F)F)c1	46%[activator]	3%	.	1%	-8%	4%	0%	103%[activator]	2
COc1ccc(N2C(=O)/C(=C/c3ccc([N+](=O)[O-])cc3)N=C2C)cc1	10%	-29%	?	?	7%	1%[11.4 µM]	1%	-4%	1
Cc1ccc(S(=O)(=O)N2CCN(C(=O)C3CCN(C(=O)c4ccc(F)cc4)CC3)CC2)c(C)c1	10%	2%	?	11%	2%	18µM*	4%	?	-14
Cc1ccc(-n2nc(C(=O)O)c(C)c(C#N)c2=O)cc1Cl	31%	-4%	.	-11%	0%	-17%	11%	?	-2
Cc1cc(C(F)(F)F)nn1CCCNC(=O)c1cnccn1	13%	1%	1%[12.7 µM]	-4%	-10%	7%	-8%	10%	2
Cc1cccn2c(=O)c3cc(C(=O)NC4CCCC4)c(=N)n(CCCN4CCOCC4)c3nc12	-23%	24%	-2%[59 µM]	-9%	1%	-27%	0%	?	0
Cc1ccc(Cc2c(C)[nH]c(=S)[nH]c2=O)cc1	45%[activator]	-11%	45µM*	7%	168%[activator]	?	-6%	0%	-4
Cn1c(=O)c2[nH]c(CCCC(=O)O)nc2n(Cc2ccccc2)c1=S	26%	-1%	.	.	-2%	-20%	.	4%	6

These rows are one share of the data (hit frequency here may not be typical).
